GALK inh – qHTS Assay for Inhibitors of Human Galactokinase (GALK): NCGC Sytravon Library Screen | AID 1347072, 2019 | 44,000 tested, under 10 active | recombinant GALK, Kinase-Glo ATP luminescence, 1 h | P51570 | Potency, µM (doses to about 57.5 µM), inactives show at the top dose activity, negative = inhibition, actives largely listed as inhibitors;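 further: plate controls were full GALK reaction for no effect and reaction lacking GALK for full effect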
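Luminescent ATP-depletion readout (Kinase-Glo Plus, 10 min) after 1 h RT reaction of 5 nM GALK, 35 uM ATP, 100 uM galactose, pH 8.0 HEPES buffer. Decreased kinase activity scored as inhibition.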
TSG101-PTAP inh – qHTS Validation Assay for Inhibitors of HIV-1 Budding by Blocking the Interaction of PTAP/TSG101: Sytravon Library Screen | Tumor susceptibility gene 101 protein (Homo sapiens), Q99816 | Fluorescence polarization, FITC-PTAP peptide/Tsg101, 20 min | Potency, µM (doses to about 115 µM), for the others: at the highest dose activity change, negative = inhibition, most hits filed as inhibitors | 44,000 tested, under 10 active; further: potency means the concentration at half of the fitted maximal effect; 0% is about no effect
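Fluorescence polarization: Tsg101 binding domain (10 uM final) in 10 mM HEPES pH 7.5, 0.15 M NaCl, 0.01% Tween 20, 3 mM EDTA, 0.1 mM TCEP; compounds pinned; FITC-PTAP peptide 50 nM final; 20 min, r.t.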
B2AR arrestin ag – qHTS assay of beta-arrestin-biased ligands of beta2-adrenergic receptor: NCGC Sytravon Library Screen. HTLA Tango cells, beta-arrestin recruitment, luciferase luminescence, 18 h. Potency, µM (series often up to 46.1 µM), for inactives: at the highest dose activation, hits mostly activators. 44,000 tested, under 10 active. Beta-2 adrenergic receptor (Homo sapiens), P07550;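 further: potency means the concentration at half of the fitted maximal effect; 0% = DMSO and full agonism = EC100 isoproterenol or metaproterenol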
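Luminescence read-out: arrestin recruitment to recombinant beta2-AR releases tTA, inducing luciferase. Cells exposed 18 hr at 37 degrees C to up to 46 microM compound; %Activity from corrected signal, concentration-response curves classified by r2, magnitude and efficacy.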
p53null 39C kill – qHTS Screen for Compounds that Selectively Target Cancer Cells with p53 Mutations: Cytotoxicity of p53 Null Cells at the Nonpermissive Temperature | H1299 p53-null (neo) cells, 39C, ATPlite viability, 24 h | Potency, µM (series often up to 46.1 µM), for the others: at the highest dose activity, negative = cell killing, usual class: cytotoxic | actives 0.97% (n = 55,000) | AID 904, 2007;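 further: potency means the concentration at half of the fitted maximal effect; 0% = DMSO only and -100% = full killing by 100 µM tamoxifen; nearly all actives have a fitted effect of over 50% in size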
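ATP-luminescence viability readout (ATPlite, 20 min RT) after 24 hr compound treatment at 39C of H1299-neo or H1299-p53A138V cells; titration up to 46 uM; normalized to DMSO and 100 uM tamoxifen; Hill-fit AC50.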
FH mod – Identification of activators of human fumarate hydratase by quantitative high-throughput screening | Potency, µM (doses to about 79.9 µM), inactives show at the top dose activity change, negative = inhibition, actives largely listed as inhibitors | Fumarate hydratase, mitochondrial (Homo sapiens), P07954 | actives 0.22% (n = 54,000) | FH coupled MDH/diaphorase resazurin fluorescence, 15 min | AID 1347055, 2019; further: potency means the concentration at half of the fitted maximal effect; on the % scale 0 is the no-effect control and ±100 the full control effect; the screen sought activators but most active calls are inhibition curves; nearly all actives have a fitted effect of over 45% in size
Target sequence (P07954 whole entry, looked up): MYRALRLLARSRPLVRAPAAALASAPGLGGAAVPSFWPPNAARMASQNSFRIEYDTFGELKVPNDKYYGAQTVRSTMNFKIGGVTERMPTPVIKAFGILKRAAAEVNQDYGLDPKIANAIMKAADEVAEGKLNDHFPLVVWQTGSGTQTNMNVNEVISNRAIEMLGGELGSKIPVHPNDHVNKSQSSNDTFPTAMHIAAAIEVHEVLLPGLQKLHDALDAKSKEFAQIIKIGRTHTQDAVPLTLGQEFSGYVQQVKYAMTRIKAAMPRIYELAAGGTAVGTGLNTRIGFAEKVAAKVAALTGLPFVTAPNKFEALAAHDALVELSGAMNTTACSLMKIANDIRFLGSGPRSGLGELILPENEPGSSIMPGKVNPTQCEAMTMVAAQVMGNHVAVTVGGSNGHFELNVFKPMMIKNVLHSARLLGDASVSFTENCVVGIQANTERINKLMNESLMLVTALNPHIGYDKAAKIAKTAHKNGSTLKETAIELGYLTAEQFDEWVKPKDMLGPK
p53null 32C tox – qHTS Screen for Compounds that Selectively Target Cancer Cells with p53 Mutations: Cytotoxicity of p53 Null Cells at the Permissive Temperature | Potency, µM (doses to about 46.1 µM), inactives show top-dose activity change, negative = cytotoxicity, actives largely listed as cytotoxic | H1299-neo p53 null cells, ATP luminescence, 24 h, 32C | AID 903, 2007 | actives 0.62% (n = 55,000);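 further: potency means the concentration at half of the fitted maximal effect; 0% = DMSO only and -100% = full killing by 100 µM tamoxifen; nearly all actives have a fitted effect of over 55% in size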
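Luminescent ATP readout gave cell viability of p53-null H1299-neo cells after a 24 h compound exposure at the permissive 32C. Titrations ran up to 46 uM, and AC50s were fitted with the standard Hill equation.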
NTMT1 inh – Primary qHTS for Inhibitors of N-terminal methyltransferase 1 (NTMT1): MTaseGlo Assay; NTMT1 MTase-Glo SAH luminescence, purified enzyme; Potency, µM (titrated, usually from 114 µM), inactives show at the top dose activity change, negative = inhibition, most hits filed as inhibitors; actives 2.5% (n = 59,000);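 further: potency means the concentration at half of the fitted maximal effect; plate controls were DMSO vehicle for no effect and no enzyme for full effect; nearly all actives have a fitted effect of over 65% in size; many of its hits are not listed in these tables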
Target sequence (Q9BV86 whole entry, looked up): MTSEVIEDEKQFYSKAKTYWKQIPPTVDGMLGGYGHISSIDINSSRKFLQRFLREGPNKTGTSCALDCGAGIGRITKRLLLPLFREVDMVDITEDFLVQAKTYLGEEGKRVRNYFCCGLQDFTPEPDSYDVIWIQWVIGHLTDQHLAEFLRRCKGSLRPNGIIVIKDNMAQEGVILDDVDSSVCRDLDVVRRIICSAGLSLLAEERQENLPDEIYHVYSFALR
Starred values were filed as active, the others as inactive; ? = inconclusive; / = no result given; [ ] = remark or other dose. The call rests on the fitted dose curve; in most records, active means well fitted curve in the direction sought with a large enough effect; inconclusive means small, poorly fitted or top-dose-only effect, or another doubt; inactive means no such curve, though single readings can be large; an effect the other way counts as inactive or inconclusive.

SMILES	GALK inh	TSG101-PTAP inh	B2AR arrestin ag	p53null 39C kill	FH mod	p53null 32C tox	NTMT1 inh
c1ccc(CN2CCN(c3ncnc4c3cnn4-c3ccccc3)CC2)cc1	2.1%	0.1%	-0.7%	22.9%	-9.9%	-5.8%	-3.9%
CCC(=O)Nc1ccc2nc3c(=O)n(C)c(=O)n(C)c3nc2c1	6.4%	-5.6%	1.2%	-10.7%	-6.4%	1.1%	7.2%
CC(C)Cn1c(=O)c2ccccc2n2c(CCC(=O)Nc3ccc(F)c(F)c3)nnc12	4.8%	0.4%	0.4%	-9.7%	-2.4%	2.4%	8.5%
Cc1cccc(Cn2cc(S(=O)(=O)c3cccc(Cl)c3)c(=O)c3cc(F)c(N4CCOCC4)cc32)c1	0.6%	-0.4%	-0.4%	4.3%	-20.0%	-5.5%	2.4%
CC1CCN(CCNC(=O)c2ccc(Cn3c(SCc4ccccc4)nc4cccnc43)cc2)CC1	-2.6%	-4.3%	0.4%	12.6µM*	-0.8%	?	?
Cc1ccc2[nH]c3c(=O)n(CC(=O)NCc4ccco4)ncc3c2c1	2.3%	-2.4%	2.0%	17.8%	-11.3%	-1.5%	-22.2%
COc1ccc(Cl)cc1NC(=O)c1ccc2nc(Cc3ccccc3)oc2c1	0.1%	3.0%	-0.6%	-0.2%	-18.9%	-7.8%	0.8%
COc1cc(NC(=O)CSc2cc(=O)n(C)c3ccccc23)cc(OC)c1OC	0.0%	1.9%	-1.9%	-20.3%	-11.1%	-9.4%	6.4%
Cc1ccc(-n2c(SCC(=O)Nc3cccc(Cl)c3)nc3n[nH]c(C)c3c2=N)cc1	0.9%	-3.6%	-1.9%	?	-1.0%	-10.3%	-6.4%
COc1ccc(C(=O)N2CC(=O)Nc3ccc(C)cc3C2c2ccccc2)c(OC)c1 (centres undefined)	0.3%	-2.0%	-2.2%	-19.0%	-4.0%	3.6%	7.9%
CCOC(=O)c1ccc(NC(=O)Cn2nnc(-c3ccc(C(F)(F)F)cc3)n2)cc1	5.2%	-3.3%	0.8%	-12.0%	-4.4%	5.7%	-0.2%
COc1ccccc1-c1noc(-c2ccc(NCc3ccccc3)c([N+](=O)[O-])c2)n1	0.2%	-9.0%	-2.2%	-6.6%	-3.2%	-11.4%	-13.6%
COc1ccc(-n2cc(C(=O)NCCc3ccc(C)cc3)c3ccccc3c2=O)cc1	-1.5%	-2.3%	0.5%	87.3%[activator]	-19.8%	8.3%	33.6%[activator]
COc1ccc(-c2nc3sc(CCNC(=O)C(=O)Nc4cccc(NC(C)=O)c4)c(C)n3n2)cc1	-1.7%	-2.0%	-2.2%	2.5%	-6.4%	-6.1%	-9.7%
CCOC(=O)CNC(=O)CC(c1cc(OC)c(OC)c(OC)c1)N1Cc2ccccc2C1=O (centres undefined)	1.7%	-4.6%	1.1%	-19.7%	5.6%	7.4%	8.9%
Clc1ccc(Nc2c(-c3cccs3)nc3ccc(Cl)cn23)cc1	-1.5%	1.9%	-1.3%	-9.3%	-0.4%	3.7%	1.8%
CSc1nn(Cc2ccccc2C)c(NC(C)=O)c1S(=O)(=O)c1ccc(C)cc1	1.8%	-4.5%	0.6%	3.4%	-29.1%	2.2%	14.1%
CCn1cc2nc(SCC(=O)Nc3cc(OC)cc(OC)c3)n(Cc3ccc(Cl)cc3)c(=O)c2n1	7.1%	1.6%	-1.7%	8.7%	-28.9%	4.6%	-6.1%
COc1ccc(NC(=O)CC2C(=O)N(c3cccc(OC)c3)C(=O)N2CCC2=CCCCC2)cc1 (centres undefined)	6.3%	-7.7%	0.8%	1.9%	-39.3%	-3.2%	7.5%
CCOC(=O)C1CCC(CN(Cc2ccccc2)S(=O)(=O)c2ccc(Cl)cc2)CC1 (centres undefined)	-1.9%	-0.7%	-1.7%	0.1%	-12.2%	-3.2%	12.7%
CCCc1nnc(SCc2cc(=O)c3c(C)cc(C)cc3[nH]2)n1C	0.9%	4.0%	-0.9%	-11.6%	0.7%	-4.2%	-3.9%
COc1ccc(NC(=O)CC2Oc3ccc(C)cc3NC2=O)cc1Cl (centres undefined)	0.0%	-1.5%	1.3%	-5.2%	1.7%	3.4%	9.7%
CCn1cc(C(=O)N2CCN(c3cc(C)ccc3C)CC2)c(=O)c2cc(S(=O)(=O)N3CCCCC3)ccc21	8.2%	-0.1%	0.7%	16.4%	?	11.0%	-11.6%
Cc1ccc(/C=C/c2onc(C)c2S(=O)(=O)N2CCC(C(=O)N3CC(C)Oc4ccccc43)CC2)cc1 (centres undefined)	0.9%	-2.9%	-0.3%	3.7%	-23.4%	41.8%[activator]	23.4%
CCOC(=O)CC(NC(=O)CCc1c(C)nc2c(-c3ccccc3)c(C)nn2c1C)c1ccc(OC(C)C)cc1 (centres undefined)	-2.9%	-0.5%	0.2%	55.8%[activator]	?	39.6%[activator]	16.5%

Random excerpt: 4 records from the list.
SMILES	GALK inh	TSG101-PTAP inh	B2AR arrestin ag	p53null 39C kill	FH mod	p53null 32C tox	NTMT1 inh
Cc1cccc(Cn2cc(S(=O)(=O)c3cccc(Cl)c3)c(=O)c3cc(F)c(N4CCOCC4)cc32)c1	0.6%	-0.4%	-0.4%	4.3%	-20.0%	-5.5%	2.4%
CCC(=O)Nc1ccc2nc3c(=O)n(C)c(=O)n(C)c3nc2c1	6.4%	-5.6%	1.2%	-10.7%	-6.4%	1.1%	7.2%
COc1ccc(NC(=O)CC2C(=O)N(c3cccc(OC)c3)C(=O)N2CCC2=CCCCC2)cc1 (centres undefined)	6.3%	-7.7%	0.8%	1.9%	-39.3%	-3.2%	7.5%
COc1ccccc1-c1noc(-c2ccc(NCc3ccccc3)c([N+](=O)[O-])c2)n1	0.2%	-9.0%	-2.2%	-6.6%	-3.2%	-11.4%	-13.6%

More records follow.
SMILES	GALK inh	TSG101-PTAP inh	B2AR arrestin ag	p53null 39C kill	FH mod	p53null 32C tox	NTMT1 inh
COc1ccc(C)cc1NC(=O)N1CCC(CN2CCOCC2)CC1	2.2%	-0.7%	-1.1%	2.8%	?	-12.3%	7.4%
CCN(CC)c1ccc(-c2nc(-c3ccco3)no2)cc1[N+](=O)[O-]	0.8%	-4.9%	-2.6%	-13.3%	-18.8%	-13.9%	5.4%
CCc1ccc(NC(=O)CSC2=Nc3ccccc3C3=NC(CC(=O)NCc4ccc5c(c4)OCO5)C(=O)N23)cc1 (centres undefined)	3.4%	-2.1%	-1.1%	-9.3%	?	14.3%	-3.7%
Cc1ccc(N2CC(c3nc(-c4ccc(Cl)cc4)no3)CC2=O)cc1F (centres undefined)	0.7%	-1.4%	1.6%	-17.2%	-5.0%	-2.1%	2.1%
Cc1ccc(C(=O)Nc2ccc(-c3nc4ccccc4s3)cc2C)cc1C	0.0%	4.4%	-0.2%	-18.5%	6.8%	7.3%	0.7%
CCN(c1ccc(C)cc1)S(=O)(=O)c1nnc(NC(=O)C2CCCCC2)s1	3.9%	-0.5%	-0.3%	-24.7%	-0.7%	-21.9%	-7.5%
Cc1ccc(-n2nc3c(=O)n(C(C)C(=O)NCc4ccc(OC(C)C)cc4)nc(C)c3c2C)cc1 (centres undefined)	-0.3%	-1.5%	-0.6%	8.2%	-12.2%	18.6%	2.9%
COc1ccc(CNC(=O)Nc2cn(CC(C)C)c(=O)c3ccccc23)c(OC)c1	3.2%	0.4%	0.0%	-8.3%	-31.7%	-0.1%	-2.3%
CC(C)CCNC(=O)c1ccc2c(c1)NC(=O)C(C(C)C)N2 (centres undefined)	-1.1%	-1.3%	0.7%	-11.6%	-0.5%	3.0%	-0.2%
Cc1onc(-c2ccc(F)cc2F)c1C(=O)Nc1cccc(C(F)(F)F)c1	0.9%	-1.0%	-0.6%	-6.0%	-36.7%	-8.8%	0.8%
CSc1nnc(NC(=O)c2cc(=O)c3cc(C)c(C)cc3o2)s1	-4.3%	-6.3%	0.7%	-16.7%	-27.4%	-5.0%	-3.7%
CCOc1ccccc1NC(=O)c1c(NC(=O)Cc2ccc(OC)cc2)sc2c1CCC2	-18.0%	2.5%	0.3%	6.7%	-21.6%	4.0%	4.2%
CCN(C(=O)c1cn(CC)c(=O)c2cc(OC)c(OC)cc12)c1ccccc1F	6.1%	-0.8%	-2.1%	-15.5%	-1.2%	8.7%	?
COc1ccc(CNC(=O)c2ccc(N3CCCC3)c(NC(=O)NCc3ccc(C)cc3)c2)cc1	-3.1%	-2.4%	1.3%	14.7%	-21.0%	0.8%	6.2%
CCn1c(=O)c2sccc2n2c(CCC(=O)NCc3ccc(Cl)cc3)nnc12	6.1%	-4.9%	0.2%	-19.9%	-11.2%	12.6%	1.4%
COc1cc(-c2noc(-c3cc4cccc(C)c4oc3=O)n2)cc(OC)c1OC	1.4%	-2.3%	0.1%	4.1%	9.2%	0.3%	3.3%
COCCCNC(=O)CCCn1c(=O)c2cccn2c2ccccc21	-3.0%	4.3%	0.6%	-16.4%	-3.4%	4.2%	-13.5%
O=C(Nc1nc2ccc(F)cc2s1)c1nc(S(=O)(=O)Cc2ccccc2)ncc1Cl	0.3%	3.2%	-2.5%	?	3.6%	10.6%	5.6%
Cc1ccc2c(=O)cc(C(=O)Nc3sc4c(c3C(=O)NCc3ccco3)CCC4)oc2c1C	8.8%	-5.4%	1.9%	1.4%	-7.4%	-3.1%	7.9%
CCCCC(=O)Nc1ccc(OCc2cc(=O)n3ccc(C)cc3n2)cc1	-4.2%	0.6%	-0.5%	-19.6%	-1.7%	2.6%	31.9%[activator]
CC(C)Cn1c(=O)c2sccc2n2c(CCCC(=O)Nc3ccc(Cl)cc3)nnc12	4.7%	-4.2%	-0.2%	6.9%	-6.8%	2.8%	-9.5%
O=C(NCCc1ccc(Cl)cc1)c1cnc2sc(N3CCOCC3)nn2c1=O	0.3%	-1.3%	1.9%	-8.1%	/	-0.5%	/
Cc1cc(C)cc(N2CCn3c2nc2c3c(=O)n(CCCc3ccccc3)c(=O)n2C)c1	1.2%	-1.4%	0.3%	5.8%	-4.5%	2.6%	-1.3%
COc1ccccc1CCNC(=O)Cc1c(C)c2c(O)cc(C)cc2oc1=O	-2.8%	-4.1%	0.8%	1.1%	/	2.9%	/
CSc1cccc(NC(=O)C(c2ccccc2)N2Cc3ccccc3C2=O)c1 (centres undefined)	-8.2%	-4.0%	0.3%	-13.9%	?	2.8%	-0.7%

Screening results deposited in PubChem by National Center for Advancing Translational Sciences (NCATS).

An excerpt; the hit share may differ from the screen's.
